tim23-1 inh: growth inhibitors of tim23-1 mutant yeast, primary screen, luminescence, uHTS; S. cerevisiae tim23-1 growth, BacTiter-Glo luminescence, 24 h; inhibition, % at 20 µM; actives 1.3% (n = 330,000); AID 463212, 2010;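 active = growth inhibition of the mutant yeast at or above 50%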;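 also: temperature-sensitive mutant grown at 25 °C; plate controls were DMSO-treated mutant yeast for no effect and medium wells lacking yeast for full effect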
APJ agonist: agonists of human apelin receptor APJ, primary screen, CHO-K1 cells, PathHunter beta-arrestin, luminescence; 0% DMSO wells, 100% apelin; activation, % at 20 µM; P35414; actives 0.11% (n = 330,000);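 active = activation more than six SD over the plate average, tested at 20 µM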;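 also: 0% = DMSO alone and 100% = apelin-13 at 10 nM; some results filed as inactive read as strong as hits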
Target sequence (P35414 whole entry, looked up): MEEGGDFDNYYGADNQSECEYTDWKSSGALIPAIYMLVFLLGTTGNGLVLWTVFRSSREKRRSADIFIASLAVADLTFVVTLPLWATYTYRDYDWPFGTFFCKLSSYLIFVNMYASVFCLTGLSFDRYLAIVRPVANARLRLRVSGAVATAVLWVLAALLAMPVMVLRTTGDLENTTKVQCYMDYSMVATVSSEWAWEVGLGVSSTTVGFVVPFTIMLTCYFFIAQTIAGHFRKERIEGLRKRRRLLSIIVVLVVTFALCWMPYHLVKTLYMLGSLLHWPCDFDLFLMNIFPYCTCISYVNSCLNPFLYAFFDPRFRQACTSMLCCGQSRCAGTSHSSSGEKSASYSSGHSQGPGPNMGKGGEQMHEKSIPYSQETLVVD
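Test system: CHO-K1 APJ beta-arrestin complementation cell line. Amount: cell density 1000 per well. Controls: DMSO negative, 10 nM Apelin-13 positive. Signal: luminescent beta-gal fragment complementation, chemiluminescent substrate. Read-out basis: agonist-driven arrestin binding to APJ. Timing: compound stimulation 90 min at 25 °C, detection 60 min.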
MPTP inh: mitochondrial permeability transition pore inhibitors, primary screen, biochemical, isolated mouse mitochondria, absorbance | actives 1.4% (n = 360,000) | AID 602449, 2012 | inhibition, % at 10 µM | Ca2+ swelling absorbance, 30 min;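 active = inhibition of 50% or more, scaled per plate between neutral and stimulator controls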;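 also: 0% = DMSO wells given calcium and 100% = 1 mM EGTA wells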
NLRP3 yeast inh: NALP3 inflammasome inhibitors in reconstituted yeast, primary screen, luminescence, uHTS; Yeast reconstituted NLRP3/ASC/caspase-1, beta-gal luminescence, 24 h; inhibition, % at 10 µM; actives 0.39% (n = 330,000); AID 2825, 2010;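 active = inhibition of 50% or more; inactive = inhibition below 50%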;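 also: plate controls were induced DMSO wells for no effect and uninduced yeast grown without galactose for full effect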
tim10-1 inh: growth inhibitors of tim10-1 mutant yeast, primary screen, luminescence, uHTS. actives 2.2% (n = 330,000). AID 463190, 2010. inhibition, % at 20 µM. S. cerevisiae tim10-1 ts strain growth, BacTiter-Glo, 24 h;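 active = inhibition of at least 40%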;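 also: mutant grown at 25 °C; 0% = DMSO wells with yeast and 100% = wells holding no yeast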
APJ antagonist: antagonists of human apelin receptor APJ, primary screen, CHO-K1 cells, beta-arrestin complementation, luminescence; P35414; inhibition, % at 20 µM; AID 2521, 2010; actives 0.32% (n = 330,000);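 active = inhibition above about 40% at 20 µM, limit read from the data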;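 also: cells challenged with 10 nM apelin-13 agonist together with compound; plate controls were apelin-13 plus DMSO wells for no effect and DMSO wells lacking apelin-13 for full effect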
TIM10 inh: growth inhibitors of isogenic TIM10 control yeast, primary screen, counter-screen for tim10-1 yeast inhibitor project, luminescence, uHTS. S. cerevisiae TIM10 strain growth, BacTiter-Glo luminescence, 24 h. inhibition, % at 10 µM. actives 1.4% (n = 330,000);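 active = inhibition of 40% or more at the single tested concentration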;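 also: wild-type TIM10 isogenic control strain grown at permissive 25 °C; 0% = DMSO yeast wells and 100% = minimal medium wells without yeast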
NR3A LBD binder: binders of NR3A ligand-binding domain, primary screen, biophysical, differential scanning fluorimetry, uHTS. Glutamate receptor ionotropic, NMDA 3A (GRIN3A) ligand-binding domain. NR3A LBD differential scanning fluorimetry, Tm shift; 0% = protein alone, 100% = glycine-bound protein. Tm shift relative to glycine control, % at 25 µM. actives 2.5% (n = 340,000);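 active = melting temperature shift of at least 10% of the positive control shift, at one fixed dose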
MIN6 prolif: inducers of MIN6 beta-cell proliferation, primary screen, ATP luminescence, uHTS | proliferation, % at 10 µM | AID 2380, 2010 | actives 0.29% (n = 330,000) | MIN6 cells proliferation, ATPlite luminescence, 48 h; cells starved in 0.2% serum; 100% = growth in 10% serum;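 active = compounds whose signal lies at least 3.5 SD above the mean of all wells on their plate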;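 also: 0% = DMSO-treated cells in low-serum medium and 100% = 10% serum control; some compounds called inactive have numbers as strong as hits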
Starred values were filed as active, the others as inactive; nt = not tested or not shown.

Values in the order: tim23-1 inh	APJ agonist	MPTP inh	NLRP3 yeast inh	tim10-1 inh	APJ antagonist	TIM10 inh	NR3A LBD binder	MIN6 prolif
- COc1ccc(CCNC(=O)CCCN2C(=O)c3ccccc3C2=O)cc1
    1	-3	-1.5	11	13	-1	15	-1	-2
- O=C(NCCN1CCN(c2ccccc2)CC1)c1cccc(Cl)c1
    0	-3	-0.1	22	6	1	-3	0	-3
- COc1cc(C(=O)NC2CCN(CC(=O)NC3CCCCC3)CC2)cc(OC)c1OC
    10	-4	-1.6	13	2	-15	-10	-3	0
- COc1ccc(C(=O)CSc2nc(C)cc(C)n2)cc1C
    15	-5	0.2	22	-8	1	3	-2	-3
- CCCCOC(=O)Nc1nc(C)c(C(=O)OCC)s1
    13	-3	1.7	11	25	-5	29	0	-3
- CCOc1ccc(NC(=O)c2ccc(NC(=S)NC3CC3)cc2)cc1
    5	-1	1.7	1	10	13	-4	31*	0
- O=C(/C(=N\O)n1cncn1)c1ccc(Br)cc1Br
    7	-6	-2.8	8	8	-5	-1	0	-2
- NC(=O)COC(=O)CCCc1nc2ccccc2s1
    9	-2	0.7	-3	13	11	4	1	-2
- CC(C)(C)c1ccc(C(=O)NCc2nnc(SCC(=O)NC3CCCC3)o2)cc1
    -19	-1	0.1	16	0	5	2	0	-1
- COc1ccccc1CNC(=O)CN(C)S(=O)(=O)c1ccc(F)cc1
    8	-2	0.1	3	1	13	-3	1	0
- CCOc1ccc(N/C(C)=C/C(=O)c2ccc3c(c2)OCCO3)cc1
    16	-4	-1.4	18	-10	-5	10	3	-5
- COc1ccc(/C=C(\NC(=O)c2ccccc2)C(=O)OC[C@@H]2CCC[N+]3(C)CCCCC23)cc1OC (stereo not given in full)
    -4	-2	-1.1	3	-6	-22	-14	1	-3
- O=C(c1cnn(C(=O)COc2ccccc2F)c1)c1cc(F)ccc1O
    24	-7	7.0	-8	10	8	23	0	1
- O=C(Cc1ccccc1F)Nc1cc(S(=O)(=O)N2CCOCC2)ccc1N1CCOCC1
    4	1	-2.4	16	7	6	9	-1	-1
- Cc1ccc(S(=O)(=O)N(C)c2ccc(OCC(=O)OCC(=O)N(CC#N)c3ccccc3)cc2)cc1
    16	-3	-2.3	-2	15	13	12	2	-2
- CCN(CC)CCCNC(=S)N1CCN(c2nc(-c3ccccc3)cs2)CC1
    6	-1	3.9	14	16	24	3	4	-4
- COC(=O)C1=CN(C)C=C(C(=O)OC)C1c1ccccc1Cl
    3	-6	-0.7	10	23	-4	-3	-4	-1
- Cc1ccc(C(=O)NNC(=O)CCn2nnc3ccccc32)cc1
    -6	-3	0.9	24	-2	-15	-1	-2	-2
- Cc1ccc(C)c(C(=O)CN2C(=O)NC3(CCC(C)CC3)C2=O)c1 (stereo not given)
    25	3	0.0	25	2	11	21	-2	0
- CN(C)CCOC(=O)NC12CC3CC(CC(C3)C1)C2
    -1	-1	1.1	8	5	14	18	-1	9
- Cc1cc(NC(=O)Cn2cc(C(F)(F)F)cc(Cl)c2=O)no1
    7	0	2.1	-5	7	-5	5	1	-2
- COc1ccc(OC)c(C2=Nn3c(nnc3-c3cc(C)[nH]n3)SC2)c1
    16	4	1.7	16	7	-11	-5	0	2
- O=C(COc1ccc(S(=O)(=O)N2CCCCC2)cc1)NCc1ccccn1
    -4	-2	-2.5	14	2	17	-1	-1	0
- CC1CN(C(=O)CCC(=O)NCc2ccccc2)c2cc(Cl)ccc2O1 (stereo not given)
    33	0	-1.8	24	28	17	10	0	-2
- CCN(Cc1ccccc1)C(=O)Cn1c(=O)n(-c2ccc(OC)cc2OC)c(=O)c2c(C)c(C)sc21
    6	-3	1.4	12	-7	-10	19	0	0
- CCOC(=O)c1cc(C)nn1-c1nc(Cl)cc(OC)n1
    3	2	2.2	10	18	14	8	-8	0
- CC(C)(C)NC(=O)Cn1c(=O)c(=O)n(Cc2ccccc2)c2ccc(Cl)cc21
    0	-1	0.7	0	11	10	-4	-9	-4
- Cc1ccsc1C(=O)NNC(=O)Nc1ccc(Cl)c(Cl)c1
    -8	-3	0.9	15	17	-9	-6	-1	0
- CCOC(=O)c1c(C)noc1-c1ccc(Br)o1
    7	-4	1.5	12	-5	9	1	2	1
- COc1ccc(OC(C)C(=O)N2CCc3ccccc3C2)cc1 (stereo not given)
    15	-3	-0.1	32	15	-5	-5	-1	0
- CN1CCN(S(=O)(=O)c2ccc(NC(=O)COc3ccccc3Cl)cc2)CC1
    8	-1	-1.8	2	3	-1	1	1	1
- CCOc1ccc(N(CC(=O)NCc2ccccc2Cl)S(=O)(=O)c2c(C)[nH]c(=O)[nH]c2=O)cc1
    -6	-2	1.2	6	2	12	12	1	1
- COc1ccc(Cl)cc1NC(=S)Nc1ccccc1C
    34	-2	-0.3	-7	35	6	33	-3	-5
- COC(CN(C)C(=O)c1ccc(CS(=O)(=O)c2ccccc2C)o1)OC
    13	0	-0.8	27	0	8	-7	1	2
- Cc1ccc(S(=O)(=O)N2C[C@@H]3CCCC[C@@H]3[C@@H](C)[C@H]2c2cn(Cc3ccccc3)c3ccc(F)cc23)cc1
    21	nt	-0.5	nt	3	nt	0	-5	nt
- CSc1cc(-c2ccccc2)n(Cc2ccccc2Cl)c(=O)c1C#N
    -4	-5	3.5	2	-11	9	-4	-8	-1
- Oc1ccc(-c2cccc(-c3ccc(O)cc3)c2)cc1
    46	1	1.5	23	-13	3	-32	32*	-2
- Clc1cccc(-c2csc(Nc3cccnc3)n2)c1
    40	3	-1.4	24	20	-26	27	29*	-2
- CC(=O)c1ccc(NC(=O)c2ccc(NC(=O)c3ccco3)cc2)cc1
    -19	-4	0.5	-11	-12	19	-26	13*	0
- CC(=O)c1cccc(NC(=O)Nc2cccs2)c1
    5	-1	4.9	11	1	-8	6	-2	0
- CC(=O)N1CCN(c2cccc(C)c2C)CC1
    29	-3	0.4	-16	24	4	17	0	-3
- CCC(Oc1ccccc1)C(=O)Nc1nc2c(s1)C(=O)CC(C)(C)C2 (stereo not given)
    40	5	-0.4	12	19	11	5	1	-3
- COc1ccc(NC(=O)Nc2cccc3c2O[C@H](CN(C)C(=O)Nc2c(C)noc2C)[C@@H](C)CN([C@H](C)CO)C3=O)cc1
    2	-2	-0.8	13	4	1	0	0	-1
- O=C(NCC1CCCO1)c1cccc(NS(=O)(=O)c2ccc(Br)cc2)c1 (stereo not given)
    -9	-4	-0.1	8	-9	-1	0	3	4
- COC(=O)c1cc2n(n1)CCN(Cc1cccc(OC)c1)C2=O
    -2	-3	1.5	-3	5	5	13	0	-1
- COc1ccc(S(=O)(=O)NC2CC(C)(C)NC(C)(C)C2)c(C)c1C
    7	6	nt	-5	10	-11	0	nt	0
- COc1ccccc1N1CCN(CC(O)COc2ccc(S(=O)(=O)N3CCOCC3)cc2)CC1 (stereo not given)
    -14	2	0.3	1	-13	-14	-9	1	-1
- Cc1oc(-c2ccccc2F)nc1CS(=O)(=O)CC(=O)NCCCc1ccccc1
    9	-4	-0.7	6	8	10	15	-6	-1
- COc1cccc(C2C(C(=O)NCc3ccccc3)=C(C)Nc3ncnn32)c1 (stereo not given)
    10	-3	-0.5	5	16	9	5	-1	0
- CC(C(=O)N1CCCCC1)N(C)CC(=O)Nc1ccc(Cl)cc1 (stereo not given)
    3	-3	0.1	25	29	3	11	0	1
- CCCc1nc(NCCCOCC)c2nnn(Cc3ccccc3)c2n1
    24	-3	-0.7	11	12	9	1	-1	-1
- COc1ccccc1-n1c(SCC(=O)O)nc2sc3c(c2c1=O)CCC3
    6	-1	1.5	-1	-1	-7	0	-1	-2
- COc1cc(NS(=O)(=O)c2c(C)[nH]c(C)c2C(=O)N2CCCC2)cc(OC)c1OC
    2	9	-0.1	14	5	-17	18	0	1
- Cc1cc(C)c(NC(=O)C2CCCO2)c(C)c1NC(=O)C1CCCO1 (stereo not given)
    8	-1	-0.1	12	6	4	0	1	-2
- CC(C)c1ccc(/C=C/C(=O)NC(=S)Nc2ccc(CN3CCOCC3)cc2)cc1
    18	0	20	27	38	-17	24	0	-4
- Cc1cc(C)c(C(=O)CN2C(=O)NC3(CCCCC3)C2=O)cc1C
    7	1	0.8	5	-19	-14	19	-6	0
- Cc1cc(Cl)ccc1OCC(=O)OCC(=O)N1CCC(C(N)=O)CC1
    7	-2	-1.7	-2	14	8	4	0	1
- N=C1/C(=C/c2cccn2CCOc2ccccc2)C(=O)N=C2SC=C(c3ccccc3)N12
    12	-2	15	16	22	9	-12	23*	0

A different layout for some results above.
SMILES	tim23-1 inh	APJ agonist	MPTP inh	NLRP3 yeast inh	tim10-1 inh	APJ antagonist	TIM10 inh	NR3A LBD binder	MIN6 prolif
COc1ccc(CCNC(=O)CCCN2C(=O)c3ccccc3C2=O)cc1	1	-3	-1.5	11	13	-1	15	-1	-2
O=C(NCCN1CCN(c2ccccc2)CC1)c1cccc(Cl)c1	0	-3	-0.1	22	6	1	-3	0	-3
COc1cc(C(=O)NC2CCN(CC(=O)NC3CCCCC3)CC2)cc(OC)c1OC	10	-4	-1.6	13	2	-15	-10	-3	0
COc1ccc(C(=O)CSc2nc(C)cc(C)n2)cc1C	15	-5	0.2	22	-8	1	3	-2	-3
CCCCOC(=O)Nc1nc(C)c(C(=O)OCC)s1	13	-3	1.7	11	25	-5	29	0	-3
CCOc1ccc(NC(=O)c2ccc(NC(=S)NC3CC3)cc2)cc1	5	-1	1.7	1	10	13	-4	31*	0
O=C(/C(=N\O)n1cncn1)c1ccc(Br)cc1Br	7	-6	-2.8	8	8	-5	-1	0	-2
NC(=O)COC(=O)CCCc1nc2ccccc2s1	9	-2	0.7	-3	13	11	4	1	-2
CC(C)(C)c1ccc(C(=O)NCc2nnc(SCC(=O)NC3CCCC3)o2)cc1	-19	-1	0.1	16	0	5	2	0	-1
COc1ccccc1CNC(=O)CN(C)S(=O)(=O)c1ccc(F)cc1	8	-2	0.1	3	1	13	-3	1	0
CCOc1ccc(N/C(C)=C/C(=O)c2ccc3c(c2)OCCO3)cc1	16	-4	-1.4	18	-10	-5	10	3	-5
COc1ccc(/C=C(\NC(=O)c2ccccc2)C(=O)OC[C@@H]2CCC[N+]3(C)CCCCC23)cc1OC (stereo not given in full)	-4	-2	-1.1	3	-6	-22	-14	1	-3
